Bioassay records from PubChem.
Pemphigus Ab inh – inhibitors of pemphigus antibody binding to DSG3, primary screen, biochemical, bead-based, flow cytometry, scFv-GFP; binding (percent of control), % at 10 µM; 0.48% of 310,000 active; DSG3-coupled beads, scFv-anti-DSG3-GFP binding; active compounds read low;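 active = binding more than 3 SD below its plate's average and above zero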;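 note: hits lower antibody fragment binding to DSG3; some compounds called inactive have numbers as strong as hits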
PKA-R1A act – activators of PKA-R1A holoenzyme, primary screen, biochemical, fluorescence polarization, Cy5-IP20, bovine R1A, mouse PKAc | activation, % at 11.4 µM | cAMP-dependent protein kinase type I-alpha regulatory subunit (Bos taurus) + … | PKA-R1A dissociation; scaled: DMSO 0%, 113 µM cGMP 100% | 0.083% of 340,000 active | AID 504707, 2011;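 active = percent activation above the mean of all tested compounds plus 3 SD, cut at about 19% in these data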;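 note: higher means more PKAc released from R1A so a rise in polarization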
PKA-R2B act – activators of PKA-R2B holoenzyme, primary screen, biochemical, fluorescence polarization, Cy5-IP20, human; cAMP-dependent protein kinase catalytic subunit beta (Homo sapiens) + cAMP-dependent …; PKA-R2B holoenzyme dissociation; R2B truncated from residue 108, S112A mutant; 0% DMSO only, 100% 113 µM cGMP; activation, % at 11.4 µM; 0.079% of 340,000 active; AID 504700, 2011;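 active = activation above a cutoff set at the mean over all compounds plus 3 SD, cut at about 18% in these data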;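 note: higher means more holoenzyme dissociation and a rise in polarization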
Target sequence (P31323 whole entry, looked up, other chains not shown, the tested form may be a part): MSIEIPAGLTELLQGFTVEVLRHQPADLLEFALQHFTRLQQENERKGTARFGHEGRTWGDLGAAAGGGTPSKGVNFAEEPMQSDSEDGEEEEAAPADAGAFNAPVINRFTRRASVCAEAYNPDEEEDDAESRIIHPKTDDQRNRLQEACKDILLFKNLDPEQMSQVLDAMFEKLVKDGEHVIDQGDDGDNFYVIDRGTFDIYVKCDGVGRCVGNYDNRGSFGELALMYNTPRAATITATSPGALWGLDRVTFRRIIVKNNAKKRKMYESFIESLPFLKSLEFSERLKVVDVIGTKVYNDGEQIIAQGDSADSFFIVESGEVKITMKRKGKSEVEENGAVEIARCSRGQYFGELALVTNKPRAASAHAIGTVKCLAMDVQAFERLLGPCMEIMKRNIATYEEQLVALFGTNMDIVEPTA
OPRM1-OPRD1 inv – inverse agonists of MOR-DOR heterodimerization, primary screen, cell-based, luminescence; inhibition, % at 9.3 µM; cell-based MOR-DOR heterodimer luminescence, inverse agonism; Mu-type opioid receptor (Homo sapiens) + Delta-type opioid receptor (Homo sapiens), …; 0.21% of 340,000 active; in the data active = inhibition above about 22%, passing the limit was not always enough;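 note: 0% = cells with DMSO and 100% = wells without cells with DMSO; values of inactives mirror those of a sister screen read the other way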
Arr AP2 block – inhibitors of beta-arrestin/AP2 binding, primary screen, biochemical, GPCR trafficking, flow cytometry; FITC-arrestin peptide / GST-AP2 beads; AP2 beta2 appendage carries R879A mutation; beta-arrestin 1 C-terminal peptide binding to AP2 beta2-adaptin appendage (human); 0.31% of 340,000 active; inhibition, % at 10 µM;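 active = inhibition above a set limit, near 3 SD of compounds lacking own fluorescence, cut at about 54% in these data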;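 note: plate controls were DMSO wells for no effect and 5 µM unlabelled arrestin peptide for full effect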
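System: GST-AP2 R879A glutathione beads | Also added: FITC-arrestin peptide, 50 nM | Times: 12 min plus 1 h, RT | Signal: Bead flow cytometry, FITC channel | Buffer or medium: PBS with 0.05% Tween 20 and 0.1% BSA | Read-out basis: Percent drop in bead-associated FITC signal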
HTR5A inv ag – HTR5A inverse agonists in luminescence cell assay, primary screen, counter-screen for OPRM1-OPRD1 heterodimer inverse agonist project, full-deck HTS | 0.083% of 340,000 active | AID 504634, 2011 | 5-hydroxytryptamine receptor 5A (Homo sapiens), P47898 | inhibition, % at 9.3 µM | HTR5A cell line, inverse agonism; in the data active = inhibition mostly above about 23%, no sharp cut-off; inactive = mostly below about 18%;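 note: 0% = cells with DMSO and 100% = no-cell wells with DMSO; some compounds called inactive have numbers as strong as hits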
Target sequence (P47898 whole entry, looked up): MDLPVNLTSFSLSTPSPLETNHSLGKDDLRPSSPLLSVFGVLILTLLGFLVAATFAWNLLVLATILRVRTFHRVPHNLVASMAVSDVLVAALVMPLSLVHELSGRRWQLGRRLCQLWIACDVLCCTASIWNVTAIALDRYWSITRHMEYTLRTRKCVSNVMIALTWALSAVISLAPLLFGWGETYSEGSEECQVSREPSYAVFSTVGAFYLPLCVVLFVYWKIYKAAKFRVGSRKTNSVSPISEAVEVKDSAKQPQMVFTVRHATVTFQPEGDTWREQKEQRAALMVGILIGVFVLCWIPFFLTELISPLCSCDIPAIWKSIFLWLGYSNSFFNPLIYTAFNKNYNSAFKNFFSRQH
HTR5A ag – HTR5A agonists in luminescence cell assay, primary screen, counter-screen for OPRM1-OPRD1 heterodimer agonist project, full-deck HTS; 5-hydroxytryptamine receptor 5A (Homo sapiens), P47898; cell-based; activation, % at 9.3 µM; 0.61% of 340,000 active; AID 504692, 2011; in the data active = activation mostly above about 9.5%, no sharp cut-off; inactive = mostly below about 7.6%;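 note: 0% = cells with vehicle only and 100% = reference agonist; strong numbers were not always called active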
V-ATPase pH – regulators of yeast V-ATPase proton pumping, primary screen, pHLuorin cytosolic pH fluorescence; S. cerevisiae; response, % at 10 µM; 0.37% of 350,000 active; AID 504577, 2011; in the data active = response mostly above about 7.3%, no sharp cut-off; inactive = mostly below about 5.4%; note: actives read high; inactives centre near 0; some compounds called inactive have numbers as strong as hits; reference of the scale not given here
DAGLB inh – DAGLB lipase inhibitors, primary screen, biochemical, fluorescence, HTS | Diacylglycerol lipase-beta (Homo sapiens), Q8NCG7 | HEK293T DAGLB membrane lysate, EnzChek fluorogenic substrate | inhibition, % at 5.17 µM | 0.059% of 340,000 active; in the data active = inhibition above about 34%;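 note: 0% = enzyme with vehicle and 100% = wells lacking enzyme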
OPRM1-OPRD1 ag – agonists of OPRM1-OPRD1 heterodimerization, primary screen, cell-based, luminescence. Mu-type opioid receptor (Homo sapiens) + Delta-type opioid receptor (Homo sapiens), …. cells. activation, % at 9.3 µM. 0.3% of 340,000 active. AID 504326, 2011; in the data active = activation above about 18%;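 note: 0% = vehicle-treated cells and 100% = reference agonist; values of inactives mirror those of a sister screen read the other way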
Active calls of the source: *; nt = not tested or not shown.

SMILES | Pemphigus Ab inh | PKA-R1A act | PKA-R2B act | OPRM1-OPRD1 inv | Arr AP2 block | HTR5A inv ag | HTR5A ag | V-ATPase pH | DAGLB inh | OPRM1-OPRD1 ag
CCOC(=O)/C=C/CN(C(=O)OC(C)(C)C)S(=O)(=O)N1CC=CC1 | 98.7 | -5.0 | -7.6 | -3.2 | 12.8 | -1.1 | 0.5 | -3.9 | -0.8 | 0.6
O=C(COc1ccccc1Cl)Nc1ccc2c(c1)C(=O)NC2=O | 96.6 | -5.7 | -8.0 | 11.0 | 8.2 | -14.5 | -6.2 | -2.4 | -1.1 | -1.6
CCN(CC)C(=O)C1CCC(CNS(=O)(=O)c2cccc3cccnc23)CC1 (stereo not drawn) | 110.8 | 2.2 | -12.2 | -0.8 | 30.8 | -4.1 | 1.4 | -3.1 | 5.7 | 0.2
C=CCn1c(N)cc(=O)nc1SCC(=O)NC(C)c1ccccc1 (stereo not drawn) | 129.5 | -4.7 | -3.3 | 4.1 | -6.0 | -9.7 | -1.8 | -2.2 | -0.3 | -0.7
O=C(Cc1ccc(Cl)cc1)NCCS(=O)c1ccc(Cl)cc1 (stereo not drawn) | nt | -6.8 | -12.4 | 7.5 | -3.0 | 11.3 | -4.7 | -1.9 | -0.4 | -1.8
COc1cc(S(=O)(=O)Nc2cccc(C)c2)ccc1NC(=O)c1cccnc1 | nt | -2.1 | -1.8 | 10.4 | 1.0 | -25.6 | -6.7 | 4.1 | 3.2 | -2.0
Cc1cc2ccccc2nc1SCC(=O)NC1CCCCC1 | 103.0 | 1.8 | 9.2 | 0.0 | -2.9 | 20.2 | -7.1 | 1.8 | -3.7 | 0.0
CCOC(=O)N1CCN(C(=O)Cn2nc(C)n3nc(-c4ccc(OC)cc4)cc3c2=O)CC1 | 96.5 | -3.9 | -18.2 | 4.4 | 37.9 | -28.9 | 7.1 | -3.0 | -0.9 | -0.8
COCCNC(=O)CCSCc1ccccc1F | 102.5 | -6.0 | -5.6 | -3.0 | 1.2 | 1.9 | -0.8 | -1.6 | 3.4 | 0.5
Cc1ccc2nc(C)cc(C(=O)Nc3nccs3)c2c1 | 99.9 | 5.5 | 13.5 | 12.7 | 2.1 | 0.3 | -2.7 | 0.8 | 0.2 | -2.5
Cc1cccc(OCc2nc3ccccc3c(=O)n2N)c1 | 95.7 | -9.9 | 7.5 | 9.1 | -1.2 | -34.6 | -0.4 | 2.7 | 1.3 | -1.6
S=c1nc2c(n[nH]1)c1ccccc1n2CCc1ccccc1 | 118.9 | 3.5 | -6.9 | 4.6 | 40.9 | -2.3 | 0.6 | 0.2 | 0.7 | -0.9
O=C(COC(=O)c1ccc2c(c1)OCCO2)NCCc1ccccc1 | 109.6 | 0.0 | -0.1 | -7.4 | 21.9 | 14.7 | -6.0 | 3.8 | 1.6 | 1.8
COc1ccc(CNc2cc([N+](=O)[O-])ccc2OC)cc1 | 104.0 | -10.6 | -10.1 | 10.6 | -0.7 | 18.1 | -3.1 | 3.7 | 3.0 | -1.8
C/C(Cl)=C\CNC(C)c1ccccc1 (stereo not drawn) | 110.3 | 1.8 | -5.8 | -2.3 | 3.0 | -7.9 | 9.8 | 1.1 | -2.6 | 0.4
NC(=O)c1cc(S(=O)(=O)NCCc2ccc(S(N)(=O)=O)cc2)cs1 | 111.2 | -3.0 | 3.1 | 4.8 | -23.9 | -10.1 | 2.7 | 3.2 | -0.4 | -0.9
Cc1ccc(C(C)C)c(OCCN2C(=O)NC(C)(C)C2=O)c1 | 119.7 | -6.1 | 10.2 | 11.9 | 11.3 | 16.7 | 2.9 | -1.2 | 0.2 | -2.4
O=P(c1ccccc1)(c1ccccc1)C(O)c1ccc(Br)cc1 (stereo not drawn) | 115.3 | 1.0 | -4.2 | -2.7 | -6.8 | 19.0 | 7.2 | 1.8 | -1.3 | 0.5
Cc1cc(C)cc(NC(=O)NN2C(C)CCCC2C)c1 (stereo not drawn) | 95.7 | -2.4 | -9.5 | 1.3 | 10.9 | 0.7 | 3.2 | 3.3 | 1.9 | -0.2
Cc1ccc(C)c(SCc2noc(C(=O)NCC3CCCO3)c2C(=O)O)c1 (stereo not drawn) | 97.8 | 1.0 | -6.9 | 2.9 | 0.2 | -11.4 | -2.2 | -0.2 | 2.8 | -0.5
COc1cccc(C(CC(=O)NCC2CCCO2)NS(=O)(=O)c2ccc(C)cc2)c1OC (stereo not drawn) | 108.1 | 0.8 | -11.8 | 5.7 | 22.9 | 4.8 | 5.9 | -0.9 | -2.8 | -1.3
O=C1CN(C(=O)CSc2nnc(Nc3ccccc3)s2)c2ccccc2N1 | 98.3 | -4.2 | -7.9 | 16.5 | 15.2 | -4.9 | 6.9 | -1.8 | 4.6 | -3.7
O=c1c(-c2ccc3c(c2)OCCO3)coc2cc(O)cc(O)c12 | nt | -4.1 | -8.1 | -24.1 | -10.0 | -6.2 | 1.1 | 0.5 | 0.1 | 4.8
CC(C)=C(NC(=O)c1ccccc1)C(=O)N/N=C/c1ccc(O)cc1 | 105.4 | -4.4 | -2.5 | 10.3 | -5.5 | 7.9 | 1.5 | 1.9 | -0.2 | -1.9
O=C(NCc1ccc(Cl)cc1)C(=O)c1c[nH]c2ccccc12 | 101.1 | -16.8 | -2.5 | -8.7 | -1.0 | -14.0 | 5.4 | 13.4 | -5.1 | 1.7
CCOC(=O)c1c[nH]c(=S)n(-c2ccccc2)c1=O | 101.0 | -1.6 | -7.9 | 11.1 | -6.1 | -9.1 | 3.1 | -4.4 | 0.2 | -1.9
CCOC(=O)C1=C(c2ccccc2)NC(=O)NC1c1ccc(OC)cc1 (stereo not drawn) | 98.6 | 1.3 | 5.5 | 11.6 | -39.1 | 12.0 | -4.7 | 0.5 | 1.5 | -2.5
Cc1ccc(-n2c(C)nc3ncnc(-c4ccccc4)c32)cc1 | 110.8 | -3.9 | 4.5 | -34.4 | -4.0 | -7.9 | -4.0 | 0.4 | 3.0 | 7.4
COc1cc(CN2CCC(n3nccc3NC(=O)C3CC3)CC2)cc(OC)c1 | 45.3 | 1.1 | 10.2 | 2.6 | -13.9 | 2.8 | -0.2 | 0.3 | 3.6 | -0.5
CC(=NCCN1CCN(C(=S)Nc2ccccc2)CC1)C1=C(O)CC(C)(C)CC1=O | 102.2 | 0.8 | 1.2 | 5.9 | 0.5 | -12.3 | -4.5 | -1.9 | 4.0 | -1.1
CC(C)NC(=O)c1onc(CSc2cccc(Cl)c2)c1C(=O)O | 99.9 | 9.3 | 6.9 | 1.3 | 26.8 | -35.3 | 12.1 | 9.5 | 6.2 | -0.2
COc1ccc(-c2noc3c2-c2nc(-c4ccccc4F)sc2CC3)cc1 | 104.5 | -13.7 | -2.7 | 13.9 | 0.2 | 1.2 | 2.7 | -0.2 | -2.8 | -2.4
Cc1ccc(S(=O)(=O)N2CCC(C(=O)NNC(=O)c3cccnc3)CC2)cc1 | nt | -1.2 | 9.7 | -5.3 | 4.0 | -7.1 | 2.8 | 6.4 | -0.2 | 1.2
Cc1cc(C)n(/N=C/c2c[nH]c3ccccc23)c(=O)c1 | 92.6 | -5.1 | 3.3 | 8.0 | 40.9 | 0.1 | -3.0 | 4.1 | 1.8 | -1.6
CCCCCOc1ccc(C(C)(O)C(CN2CCOCC2)c2ccccc2)cc1 (stereo not drawn) | 109.7 | -15.9 | -15.4 | -1.2 | 14.8 | -21.4 | 5.7 | 13.7* | -7.4 | 0.2
C=CCn1c(-c2ccc3ncccc3c2)n[nH]c1=S | 102.4 | 10.0 | 2.4 | -3.8 | -8.1 | 3.9 | 8.6 | -10.8 | -12.5 | 0.8
CC1CCN(C(=O)c2ncn3c2c(=O)[nH]c2ccc(Br)cc23)CC1 | nt | -5.6 | 3.5 | nt | nt | nt | nt | 0.5 | 0.6 | nt
O=C(NCC1CC1)c1ccc2c(c1)S(=O)(=O)c1cc(Cl)ccc1C2=O | 99.2 | -10.8 | -9.7 | -42.5 | 14.0 | 2.7 | -1.1 | -1.0 | -1.5 | 7.8
O=C(C1CCCO1)N1CCN(C(=S)Nc2ccccc2F)CC1 (stereo not drawn) | 109.3 | 0.9 | -14.1 | 4.8 | 8.9 | -4.3 | 1.3 | -1.1 | -2.3 | -0.8
CCOc1c(Cl)cnn(-c2ccc(C)cc2)c1=O | 104.8 | 1.5 | 3.2 | 6.0 | -9.2 | -5.3 | 3.0 | 3.1 | 1.2 | -1.3
CC12CCC(C(=O)N(c3ccc(Cl)cc3)C1=O)C2(C)C (stereo not drawn) | 103.1 | -18.5 | -11.4 | -13.8 | 37.5 | 10.0 | -3.8 | -0.7 | -1.3 | 2.7
Cc1ccc(C)c(S(=O)(=O)Nc2ccc3[nH]c(=O)[nH]c3c2)c1 | nt | -5.1 | 7.6 | 2.8 | -9.8 | 15.9 | -6.0 | 3.4 | 3.1 | -0.4
O=C(CSc1nnc(-c2cccc(Br)c2)o1)N1CCNC1=O | 99.7 | -8.6 | -15.2 | 15.9 | -5.5 | 8.0 | 2.2 | 0.0 | -0.7 | -4.0
O=C(NCc1ccccc1)C1CC(=O)N(c2ccc(OCC(=O)N3CCCC3)cc2)C1 (stereo not drawn) | 97.5 | 9.6 | -2.7 | 9.6 | 22.6 | -4.5 | 1.9 | -7.3 | -2.4 | -2.0
CCN1C=C(Cc2ccc(OC)cc2)C2=C(C1)C(c1ccc(OC)cc1)C(C#N)=C(N)O2 (stereo not drawn) | 105.1 | -12.3 | -3.3 | -0.5 | -5.5 | 10.6 | -4.4 | 0.0 | 1.3 | 0.1

Compound profiles, from the list above:
Shown for Cc1ccc(C)c(S(=O)(=O)Nc2ccc3[nH]c(=O)[nH]c3c2)c1 : Pemphigus Ab inh = nt; PKA-R1A act = -5.1; PKA-R2B act = 7.6; OPRM1-OPRD1 inv = 2.8; Arr AP2 block = -9.8; HTR5A inv ag = 15.9; HTR5A ag = -6.0; V-ATPase pH = 3.4; DAGLB inh = 3.1; OPRM1-OPRD1 ag = -0.4
Shown for O=C(CSc1nnc(-c2cccc(Br)c2)o1)N1CCNC1=O : Pemphigus Ab inh = 99.7; PKA-R1A act = -8.6; PKA-R2B act = -15.2; OPRM1-OPRD1 inv = 15.9; Arr AP2 block = -5.5; HTR5A inv ag = 8.0; HTR5A ag = 2.2; V-ATPase pH = 0.0; DAGLB inh = -0.7; OPRM1-OPRD1 ag = -4.0
